Bioassay records as filed in PubChem.
PLC-beta3 inh = human PLC-beta3 inhibitors, primary screen, biochemical, fluorescence; inhibition, % at 12.2 µM; 1-phosphatidylinositol 4,5-bisphosphate phosphodiesterase beta-3 (Homo sapiens), Q01970; AID 720704, 2013; Purified PLC-beta3, fluorogenic substrate; 370,000 tested, 0.18% active; in the data active means inhibition above about 11%;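 further: 0% = median of compound wells on plate and 100% = full blocker control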
hgDAF-12 ag = H. glycines DAF-12 receptor agonists, primary screen, cell-based, luminescence, HEK293, GAL4 fusion, UAS-luciferase; activation, % at 6.8 µM; 370,000 tested, 1.8% active; Nuclear hormone receptor DAF-12 (Heterodera glycines), GAL4 fusion; AID 687014, 2013; HEK293 GAL4-hgDAF12 UAS-luciferase reporter, agonist luminescence; normalized to butyrate control;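 active means activation above a cutoff set at the mean of all screened compounds plus 3 SD, cut at about 10% in these data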;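 further: 0% = DMSO wells and 100% = sodium butyrate wells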
PLC-gamma1 inh = PLC-gamma1 enzyme inhibitors, primary screen, biochemical, fluorescence, purified enzyme; inhibition, % at 12.2 µM; 370,000 tested, 0.84% active; fluorogenic substrate; in the data active means inhibition above about 9.5%
GAA850 FXN act = FXN promoter activators, primary screen, cell-based, luciferase luminescence, HEK293 lucGAA850. activation, % at 6 µM. HEK293 lucGAA850 FXN promoter luciferase reporter, 24 h; percent of 10 µM SAHA response. 360,000 tested, 0.56% active;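 active means activation above the average of all compounds screened plus 3 SD, cutoff fixed separately per campaign, cut at about 7.5% in these data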;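 further: 0% = DMSO wells and 100% = 10 µM SAHA wells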
ssDAF12 agonist = S. stercoralis DAF-12 nuclear receptor activators, primary screen, cell-based, luminescence, HEK293, GRIP1 co-expression, lit1-tk-luc; Nuclear hormone receptor DAF-12 (Strongyloides stercoralis); HEK293 ssDAF-12/GRIP1 lit1-tk-luc reporter; % of 3 µM dafachronic acid response; activation, % at 6.8 µM; 370,000 tested, 1% active; AID 652126, 2013;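 active means activation above the mean over all tested compounds plus 3 SD, cut at about 0.9% in these data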;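 further: 0% = DMSO-only wells and 100% = 3 µM delta7-dafachronic acid wells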
hcDAF12 agonist = H. contortus DAF-12 nuclear receptor activators, primary screen, cell-based, luminescence, HEK293, lit1-tk-luc reporter; AID 652067, 2013; 370,000 tested, 1.4% active; activation, % at 6.8 µM; HEK293 hcDAF-12 lit1-tk-luc reporter; 0% DMSO, 100% Δ7-dafachronic acid;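 active means activation above the mean of all tested compounds plus 3 SD, cut at about 5.5% in these data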;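 further: 100% = response to 3 µM Δ7-dafachronic acid high control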
ADAM17 inh = ADAM17 inhibitors, primary screen, biochemical, QFRET. Disintegrin and metalloproteinase domain-containing protein 17 (Homo sapiens), P78536. recombinant ADAM17, EDANS/DABCYL FRET peptide cleavage. inhibition, % at 6.95 µM. 370,000 tested, 0.83% active;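 active means inhibition above the mean of compounds lying between control limits plus 3 SD, set per campaign, cut at about 8.5% in these data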;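 further: 0% = DMSO-only wells as the low control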
Target sequence (P78536 215-824 limits assumed): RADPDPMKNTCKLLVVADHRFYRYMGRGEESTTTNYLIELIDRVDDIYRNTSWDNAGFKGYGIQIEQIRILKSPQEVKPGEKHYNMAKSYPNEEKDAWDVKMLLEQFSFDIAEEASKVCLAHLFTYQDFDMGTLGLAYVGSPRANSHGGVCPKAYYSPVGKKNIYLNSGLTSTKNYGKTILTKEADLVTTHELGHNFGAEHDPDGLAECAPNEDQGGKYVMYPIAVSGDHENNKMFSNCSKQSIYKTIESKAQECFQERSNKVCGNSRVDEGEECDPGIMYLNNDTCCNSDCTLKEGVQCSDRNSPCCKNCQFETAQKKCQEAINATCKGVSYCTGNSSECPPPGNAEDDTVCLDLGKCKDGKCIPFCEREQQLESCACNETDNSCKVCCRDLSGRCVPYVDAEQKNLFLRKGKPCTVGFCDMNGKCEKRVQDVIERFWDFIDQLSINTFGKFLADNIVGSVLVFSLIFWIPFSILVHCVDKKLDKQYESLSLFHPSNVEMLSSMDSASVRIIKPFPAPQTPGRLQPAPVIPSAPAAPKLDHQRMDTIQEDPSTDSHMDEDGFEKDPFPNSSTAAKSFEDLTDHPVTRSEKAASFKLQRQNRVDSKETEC
ADAM10 inh = human ADAM10 inhibitors, primary screen, biochemical, QFRET, HTS; recombinant ADAM10, EDANS/DABCYL FRET peptide cleavage, 3 h; AID 720582, 2013; inhibition, % at 7 µM; 370,000 tested, 0.62% active;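 active means inhibition above a per-campaign cutoff equal to the mean of compounds falling between control-based bounds plus 3 SD, cut at about 20% in these data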;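 further: 0% = DMSO wells while the 100% control is not disclosed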
HGIII-sPLA2 inh = human group III sPLA2 inhibitors, primary screen, biochemical, QFRET, BODIPY PC-A2 liposome substrate; Group 3 secretory phospholipase A2 (Homo sapiens), Q9NZ20; QFRET BODIPY PC-A2 liposome hydrolysis, fluorescence; inhibition, % at 12.2 µM; 370,000 tested, 0.56% active; AID 743126, 2013;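 active means inhibition above mean plus 3 SD of compounds lying within the high and low control bounds, cut at about 19% in these data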;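 further: 0% = median of test compound wells and 100% = no enzyme DMSO wells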
DAX1 inh-1 = DAX1 (NR0B1) inhibitors on StAR promoter, primary screen, cell-based, luminescence, SF-1 (NR5A1), full-length DAX-1. HEK293T StAR-luciferase reporter, SF-1/DAX-1 repression relief. inhibition, % at 6.8 µM. 370,000 tested, 1.1% active. AID 652010, 2013;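 active means inhibition above the mean over all tested compounds plus 3 SD, cut at about 3.6% in these data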;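 further: 0% = DAX-1 cells with DMSO and 100% = cells lacking DAX-1 with DMSO; higher inhibition means more luminescence from relief of DAX-1 repression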
DAX1 inh-2 = DAX1 (NR0B1) inhibitors, primary screen, cell-based, HEK293, Gal4-DAX1, luciferase luminescence. Nuclear receptor subfamily 0 group B member 1 (Homo sapiens), P51843. inhibition, % at 6.75 µM. HEK293 Gal4-DAX1 luciferase reporter. AID 504766, 2011. 340,000 tested, 0.99% active;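 active means inhibition above the mean over all tested compounds plus 3 SD, cut at about 4.2% in these data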;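 further: 0% = DAX1-transfected cells with DMSO and 100% = empty-vector control cells with DMSO; inhibition shows as a rise in luminescence from relieved DAX1 repression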
Target sequence (P51843 207-470 limits assumed): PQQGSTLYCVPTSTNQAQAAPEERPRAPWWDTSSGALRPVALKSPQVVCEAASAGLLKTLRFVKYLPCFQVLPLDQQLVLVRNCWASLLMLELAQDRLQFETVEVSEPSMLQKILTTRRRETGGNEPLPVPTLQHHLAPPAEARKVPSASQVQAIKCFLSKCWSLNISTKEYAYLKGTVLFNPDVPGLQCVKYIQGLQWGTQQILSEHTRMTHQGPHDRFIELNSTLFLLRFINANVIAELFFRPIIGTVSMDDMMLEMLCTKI
* = called active by the depositor; · = not tested or not shown.

SMILES	PLC-beta3 inh	hgDAF-12 ag	PLC-gamma1 inh	GAA850 FXN act	ssDAF12 agonist	hcDAF12 agonist	ADAM17 inh	ADAM10 inh	HGIII-sPLA2 inh	DAX1 inh-1	DAX1 inh-2
COc1ccc(-c2nnc(SC(C)C(=O)NNC(=O)c3ccc(C)cc3)o2)cc1 (configuration not stated)	2	0.1	2	3.1	-1.1	-0.7	0	0	-4	0.3	0.1
O=NN(CCCl)C(=O)NCCc1cccc[n+]1[O-]	-2	-0.4	-2	-2.2	-0.9	-0.3	-4	-15	-4	-0.6	0.8
CC(C)(C)c1ccc(/C=N/NC(=O)C2CCCC2)cc1	-5	6.5	-1	4.7	-0.4	1.5	1	2	4	3.4	1.5
COc1ccc(S(=O)(=O)Nc2ccccc2OC)cc1NC(=O)CC1CC2CCC1C2 (configuration not stated)	3	-2.3	2	-0.3	-2.1	-2.5	4	-1	-24	-1.4	-2.0
CCC(C)(C)N(C(=O)CCC(=O)Nc1cc(C)on1)C(C(=O)NC(C)(C)C)c1ccc(OC)cc1 (configuration not stated)	0	-0.5	-3	-1.6	-1.0	-1.2	-2	-4	-6	0.4	-0.3
Cc1sc(NC(=O)c2cccs2)c(C(=O)OC(C)C)c1C	-17	-0.7	-15	-2.2	-0.8	-0.7	0	-2	0	0.3	1.0
CCNS(=O)(=O)c1ccc(CCC(=O)N2CCCC2)cc1	4	-0.6	3	-0.4	-1.1	-1.7	0	12	-3	-0.6	5.1*
CCCCc1nc(N2CCOCC2)c(C#N)c2c1COC(C)(C)C2	-54	-1.0	-32	3.0	-1.8	-1.6	-54	-157	3	-0.4	-0.7
CCCc1cc(N2CCN(c3ccccn3)CC2)n2nc(C)c(-c3ccccc3)c2n1	-14	2.7	-15	0.2	-0.9	1.0	-8	-18	9	-0.9	-0.5
CC(C)C[C@H]1CN([C@@H](Cc2ccccc2)CN2CCC[C@@H]2CN2C(=O)C(=O)NC[C@@H]2Cc2ccc(O)cc2)C(=O)C(=O)N1CC1CCCCC1	-3	-2.2	-2	·	-1.4	2.1	-4	-7	3	1.4	·
CCOC(=O)c1c(NC(=O)c2ccc(N3C(=O)[C@@H]4[C@H](C3=O)[C@H]3C=C[C@@H]4C3)cc2)sc2c1CC(C)CC2 (some centres not stated)	-11	-2.5	-9	1.0	0.0	0.9	-1	-2	0	-0.2	-1.9
O=C(CCC(=O)N1CCCCC1)Nc1ccc(Cl)c(Cl)c1	-11	0.7	1	1.5	-0.7	1.4	-5	0	10	0.4	-0.2
COC(=O)c1c(N)[nH]c(C(=O)c2ccccc2)c1-c1ccc(Cl)cc1	-7	-1.0	-7	·	-1.4	-1.8	1	-2	9	0.2	·
O=C(C1CCN(CCCc2ccccc2)CC1)N(CCc1ccccc1)Cc1ccccc1	4	-1.0	5	-1.6	-1.4	1.6	2	9	-16	-0.8	1.1
COc1ccccc1CNC(=O)COC(=O)c1n[nH]c2ccccc12	1	1.3	-1	-2.3	-1.3	-1.7	-2	3	-7	-0.6	-1.5
Cc1ccc(F)cc1NC(=O)Cc1ncc(C(F)(F)F)cc1Cl	-1	-0.2	0	1.8	-1.5	0.1	-4	-12	-34	-0.1	0.2
O=C(C1CCC1)N1CCN(c2cccc(C(F)(F)F)c2)CC1	3	-1.5	2	-0.4	-0.7	-0.5	0	1	1	0.0	-0.7
O=C(NCCN1C(=O)S/C(=C\c2cccs2)C1=O)c1ccco1	-4	1.2	-1	-1.4	-1.6	2.2	-3	-1	0	-0.3	0.2
CCN1C(N(C)CCc2cccs2)=N[C@@H](c2ccccc2)C(C(=O)OC)=C1C	-5	0.4	-3	-2.2	-0.8	-1.5	0	-10	3	-0.9	0.6
CCC(=O)N1CCc2cc(S(=O)(=O)CCC(=O)N(C)c3ccc(OC)cc3OC)ccc21	0	-0.8	0	-0.1	-0.5	-0.1	-3	-1	0	0.0	-0.1
COc1ccc(S(=O)(=O)N(C)CC(=O)NCc2ccco2)cc1	0	0.7	0	1.5	-0.7	-0.9	-3	-2	-2	-0.3	-0.5
O=c1c2ccccc2nc(N/N=C/c2ccc(O)cc2)n1O	-40	4.4	-33	1.1	-0.7	0.7	-31	-108	1	1.2	0.6
CCCCN(C)C(=O)c1ccc2c(c1)N(CC)C(=O)c1ccccc1S2(=O)=O	2	5.0	3	0.4	-0.5	6.6*	1	0	-4	0.8	0.1
C#Cc1ccc([C@H]2C=C(C(=O)N3CCOCC3)O[C@@H](OCc3ccc(CO)cc3)C2)cc1	-6	-1.0	1	-0.3	-1.4	-2.4	-1	-8	0	-0.6	-0.2
O=S1(=O)CC(N2CC=CC2)CN1Cc1cn(Cc2cccc(C(F)(F)F)c2)nn1 (configuration not stated)	0	-1.1	0	·	-1.1	-1.9	-3	-4	11	-0.5	·
CCOc1ccc(/C=N/NC(=O)c2nnn(-c3nonc3N)c2-c2ccc(OCC)cc2)cc1	-3	-0.8	-3	-0.6	-1.0	-1.4	1	-2	-2	0.0	0.8
Cc1ccc(S(=O)(=O)N2CCN(C(=O)c3ccccn3)CC2)cc1	-1	0.7	0	-0.1	-1.0	-0.8	2	-3	-4	-0.4	0.5
CCOc1ccc(S(=O)(=O)N2CCOCC2)cc1NC(=O)CCN1C(=O)NC2(CCCC2)C1=O	2	1.4	3	-0.8	-1.2	-0.8	-3	-8	7	1.1	0.9
O=C1CCC(=O)N1OCCCOc1ccc2c(c1)CCC2	2	-1.4	2	-0.4	-0.6	-0.1	-2	7	6	-0.7	0.3
CCN1CCN(S(=O)(=O)c2ccc(C(C)(C)C)cc2)CC1	-5	0.6	2	0.1	-1.0	-1.9	-4	3	8	-0.8	-2.5
COc1cccc(C(=O)OCC(=O)N2CCC(Cc3ccccc3)CC2)c1OC	-9	0.8	-3	0.7	-0.8	-1.0	1	-3	-20	-0.7	0.9
O=C(Nc1nc2ccccc2[nH]1)c1ccc(F)c(S(=O)(=O)N2CCOCC2)c1	-7	9.1	-5	2.5	0.0	0.3	0	1	21*	1.0	-0.2
CCOC(=O)C1CCN(C(=O)C2CCC(=O)N(Cc3cccc(C(F)(F)F)c3)C2)CC1 (configuration not stated)	-3	1.2	0	0.8	-0.3	0.0	0	-3	1	-0.9	0.0
CNC(=O)C1CC(=O)N(c2ccc(OCC(=O)Nc3ccc(F)cc3)cc2)C1 (configuration not stated)	-10	0.4	-1	-0.1	-1.2	0.1	-2	-17	-5	0.7	0.2
COc1ccc2c(c1)C(c1ccc(C)o1)=NNC(c1ccccc1)=N2	-5	5.0	-2	0.6	-0.8	1.0	-2	-2	4	0.3	-0.3
CCOc1ccc(NC(=O)N(O)C2(C#N)CCCCC2)cc1	2	-1.4	-4	-2.8	-0.8	0.0	1	-6	7	-0.6	0.8
CC(C)[C@H](NC(=O)OCc1ccccc1)C(=O)NCc1ccccc1	-4	1.6	0	-0.2	-1.1	-0.6	-4	6	17	0.5	-1.2
CC(C)(C)NNC(=S)Nc1cccc(F)c1	-4	1.7	1	0.9	-1.9	-2.5	-1	1	-1	0.2	0.0
CCOC(=O)c1nnn(-c2ccccc2C#N)c1C	5	0.6	1	-1.9	-1.0	-1.3	-3	9	6	0.0	-0.3
COc1ccc(C(=O)C(=O)N2CCN(C(=O)c3cc(C(F)(F)F)cc(C(F)(F)F)c3)CC2)cc1OC	0	0.6	0	·	-1.4	-1.9	-1	-1	9	-0.3	·
CC(=O)C1=CCC(c2cccc3ccccc23)N(S(=O)(=O)c2ccc(C)cc2)C1 (configuration not stated)	1	1.2	4	·	-0.8	-1.0	0	-18	13	0.0	·
CCCCc1ccc(NC(=O)CSc2nc(=O)n(CCCN3CCOCC3)c3c2CCC3)cc1	4	-3.8	0	1.1	-1.4	-1.7	0	3	-23	-3.2	-1.7
O=C1CCN(c2ccccc2)N1	1	-1.2	-2	-2.2	-0.7	-0.3	-5	-7	10	-1.6	-1.3
N/C(=N/OC(=O)c1cccc([N+](=O)[O-])c1)c1cccc([N+](=O)[O-])c1	-5	1.0	-2	-2.3	-1.6	-1.6	-4	-2	3	-0.5	-0.6
C=C[C@@H]1c2ccccc2N(S(=O)(=O)c2ccc(C)cc2)[C@H](c2ccc(C(F)(F)F)cc2)C1(C#N)C#N	3	-1.1	5	0.4	0.2	1.9	1	7	-1	0.0	-0.2

An excerpt from above, reduced to ADAM17 inh:
molecule | ADAM17 inh
CCOc1ccc(NC(=O)N(O)C2(C#N)CCCCC2)cc1 | 1
CC(C)[C@H](NC(=O)OCc1ccccc1)C(=O)NCc1ccccc1 | -4
CC(C)(C)NNC(=S)Nc1cccc(F)c1 | -1

(continued)
SMILES	PLC-beta3 inh	hgDAF-12 ag	PLC-gamma1 inh	GAA850 FXN act	ssDAF12 agonist	hcDAF12 agonist	ADAM17 inh	ADAM10 inh	HGIII-sPLA2 inh	DAX1 inh-1	DAX1 inh-2
CCCCOc1ccc(-c2[nH]ncc2C=O)cc1	-4	13*	0	4.8	0.1	3.6	3	5	-12	1.1	5.1*
Cc1cc(NS(=O)(=O)c2ccc(NS(=O)(=O)c3ccc(CC(C)C)cc3)cc2)nc(C)n1	-2	-0.7	1	-1.4	-1.2	-0.9	-3	-5	-22	0.1	5.8*
COc1cc(C(=O)OCC(=O)Nc2c(F)cccc2F)cc(OC)c1C	2	0.4	-2	0.3	-1.4	-1.5	-2	-3	-1	-0.1	0.9
NNC(=O)c1ccc([N+](=O)[O-])c(CS(=O)(=O)c2ccc(Cl)cc2)c1	1	2.2	-1	1.6	-0.7	-1.7	-3	8	5	-0.3	-1.0
O=S(=O)(NC1CCSc2ccccc21)c1ccccc1 (configuration not stated)	1	-1.1	0	1.1	-0.7	-0.2	2	-2	-4	-0.4	0.2
CCOc1ccc(S(=O)(=O)Nc2cnc3ccccc3c2)cc1	-27	-4.4	-14	-0.8	-1.9	-5.3	-22	-49	-29	-1.0	-2.6
CC(C)Cc1ccc(S(=O)(=O)N2CCN(c3ccccn3)CC2)cc1	0	-2.9	9	2.4	-1.2	-1.2	2	12	5	-0.3	0.0
